Screening data from PubChem.
SW480 rerep: A quantitative high throughput screen for small molecules that induce DNA re-replication in SW480 colon adenocarcinoma cells; SW480 DNA re-replication, Hoechst DNA content imaging, 48 h; Potency, µM (doses to about 46.1 µM), for the others: top-dose re-replication activation, hits mostly activators; hit rate 1.8% among 340,000; AID 624297, 2012; also: potency is read from the fitted curve at half-maximal effect; % of control where 0% means no effect; nearly all actives have a fitted effect of over 55% in size
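Per well, 250 cells were exposed to pinned compound for 48 hr. Nuclear DNA was visualised with Hoechst (40 min, 37 C) and total object intensity recorded by fluorescence scanning.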
S2 tox: Viability Counterscreen for Primary qHTS for Inhibitors of ATXN expression; Potency, µM (titrated, usually from 56.7 µM), hits mostly cytotoxic; AID 651635, 2014; S2 cells (HEK-293 line with an ATXN2-luciferase reporter) viability, CellTiter-Fluor protease fluorescence, 24 h; hit rate 0.49% among 400,000; also: potency is read from the fitted curve at half-maximal effect; nearly all actives have a fitted effect of over 40% in size
IL1B secr inh: qHTS for Inhibitors of Inflammasome Signaling: IL-1-beta AlphaLISA Primary Screen; hit rate 4.7% among 360,000; THP-1 LPS/ATP IL-1B secretion, AlphaLISA, 16 h; stronger effect = lower value; AID 743279, 2014; activity change, % at 57.5 µM; in the data active = activity change below about -50%; inconclusive = mostly about -30% to -49%; also: % is scaled to controls: 0 for no effect and ±100 for the full control effect
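Secreted IL-1B measured by AlphaLISA bead assay after 16 h compound exposure of THP-1 cells; compounds (final up to 57.5 uM) added 1 h before LPS (250 ng/mL) and ATP (1.25 mM) stimulation; lower signal means less secretion.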
HT1080 IDH1KD tx: qHTS for induction of synthetic lethality in tumor cells producing 2HG: qHTS for the HT-1080-IDH1KD cell line. HT-1080 IDH1 knockdown viability, ATP luminescence, 48 h. Potency, µM (doses to about 46.1 µM), for inactives: at the highest dose activity, negative = toxicity, hits mostly cytotoxic. hit rate 2% among 360,000;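 also: potency is read from the fitted curve at half-maximal effect; 0% = DMSO wells and -100% = cell-free medium wells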
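% activity derives from luminescence (CellTiter-Glo), normalised to DMSO and no-cell wells. HT-1080-IDH1KD cells, 750/well, had 48 h compound exposure at 37 °C.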
KB-3-1 tox: qHTS assay for MDR1-selective chemotherapeutics: Primary screen using the parental adenocarcinoma cell KB-3-1 | KB-3-1 viability, CellTiter-Glo ATP luminescence, 72 h | Potency, µM (titrated, usually from 46.1 µM), inactives show top-dose activity change, negative = cytotoxic, hits mostly cytotoxic | hit rate 1.4% among 400,000; also: potency is read from the fitted curve at half-maximal effect; % is scaled to controls: 0 for no effect and ±100 for the full control effect; nearly all actives have a fitted effect of over 60% in size
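Here the drug-naive KB-3-1 line serves as comparator for MDR sub-line selectivity; cells received compound titrations, 72 h at 37 °C, then CellTiter-Glo readout.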
HT1080-NT tox: qHTS for induction of synthetic lethality in tumor cells producing 2HG: qHTS for the HT-1080-NT fibrosarcoma cell line; hit rate 1.6% among 360,000; Potency, µM (series often up to 46.1 µM), inactives show at the top dose activity, negative = less viability, most hits filed as cytotoxic; HT-1080-NT fibrosarcoma viability, CellTiter-Glo ATP luminescence, 48 h; AID 686970, 2013;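 also: NT is the 2HG producing partner of a matched IDH1 knockdown line; potency is read from the fitted curve at half-maximal effect; 0% = DMSO-treated cells and -100% = media-only wells without cells; nearly all actives have a fitted effect of over 55% in size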
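HT-1080-NT; 750 cells/well; 5% FBS RPMI; 48 h compound, 37 degrees C; CellTiter-Glo luminescence; curve fitting and curve-class assignment.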
MCF10A rerep: A quantitative high throughput screen for small molecules that induce DNA re-replication in MCF 10a normal breast cells | MCF 10A DNA re-replication, Hoechst nuclear intensity, 48 h | Potency, µM (top dose mostly 46.1 µM), without a hit: at the top dose activity, positive = re-replication, hits mostly activators | hit rate 2.9% among 350,000 | AID 624296, 2012; also: potency is read from the fitted curve at half-maximal effect; % of control where 0% means no effect; nearly all actives have a fitted effect of over 50% in size
ATXN2 expr inh: Primary qHTS for Inhibitors of ATXN expression | hit rate 0.72% among 360,000 | HEK-293 ATXN2-luciferase reporter, luminescence, 24 h | Potency, µM (titrated, usually from 57 µM), without a hit: at the highest dose activity change, negative = inhibition, hits mostly inhibitors | AID 1745845, 2022; also: potency is read from the fitted curve at half-maximal effect; % is scaled to controls: 0 for no effect and ±100 for the full control effect; nearly all actives have a fitted effect of over 55% in size
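ATXN2-luciferase reporter cells (luciferase flanked by upstream and downstream ATXN2 gene portions) were treated 24 h at 37 °C with compounds at up to 57 uM. SteadyGlo luminescence gave expression; GF-AFC fluorescence gave viability.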
KB-V1 MDR tox: qHTS assay for MDR1-selective chemotherapeutics: Primary screen using the drug-selected MDR subline cells KB-V1 | KB-V1 MDR cells viability, CellTiter-Glo, 72 h | hit rate 3.4% among 400,000 | AID 1347076, 2019 | Potency, µM (highest dose often 46.1 µM), for inactives: at the top dose activity change, negative = cytotoxicity, actives largely listed as cytotoxic; also: potency is read from the fitted curve at half-maximal effect; % is scaled to controls: 0 for no effect and ±100 for the full control effect; nearly all actives have a fitted effect of over 60% in size
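Potencies derive from concentration-effect curves fitted to normalized luminescence (CellTiter-Glo) of KB-V1 cells treated for 72 h at 37 degrees C in phenol-red-free DMEM containing 10% FBS.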
* marks the source's active call; other numbers are inactive results; i = inactive; u = inconclusive; x = not tested or not shown; [ ] = remark or other dose. Unless noted, calls follow the shape of the dose curve; as a rule, active = well fitted curve in the direction sought with a large enough effect; inconclusive = small, poorly fitted or top-dose-only effect, or another doubt; inactive = no such curve, though single readings can be large; an effect the other way counts as inactive or inconclusive. Outcome played no part in choosing rows (roughly 11% active in at least one column).

SMILES	SW480 rerep	S2 tox	IL1B secr inh	HT1080 IDH1KD tx	KB-3-1 tox	HT1080-NT tox	MCF10A rerep	ATXN2 expr inh	KB-V1 MDR tox
O=C(CCCCCN1C(=O)[C@@H]2Cc3ccccc3CN2C1=O)Nc1ccccc1F	-5%	i	18	-3%	-14%	-2%	0%	-17%	u
CSc1nc(-c2ccccc2)nc(N2CCOCC2)c1C(C)=O	-5%	i	65	-8%	7%	-3%	-2%	-11%[11.3 µM]	-1%
COC(=O)c1cn(C(=O)c2cccs2)c2ccccc12	11%[9.22 µM]	i	-18	11%	1%	19%	27%	-6%	11%
CCn1ncc(NC(=S)NCCc2ccc(OC)c(OC)c2)c1C(N)=O	6%	i	24	2%	1%	2%	-45%[inhibitor]	-18%	-2%
CCCNC(=O)C1(C)CCCN(C(=O)c2ccccc2F)C1 (stereo not drawn)	x	i	4	11%	0%	23%	x	-4%	2%
CCc1ccc(NC(=O)Cn2cccc2)cc1	-1%	i	-23	21%	8%	21%	11%	29%	4%
COc1cc(CNc2ncnc3c2ncn3[C@H]2CN(CCc3ccccc3)C[C@@H](CO)O2)cc(OC)c1OC	x	i	-17	-1%	-2%	14%	x	4%	0%
Nc1c(N2CCN(c3ccccc3)CC2)c2ccccc2oc1=O	-9%	i	-22	-18%	-13%	-2%	5%	-9%	-22%
COc1ccc2c(c1)C(=O)CC(c1ccccc1)O2 (stereo not drawn)	u	i	-12	-3%	4%	4%	15%	29%	2%
O=C(N/N=C/c1cc(Br)c(O)c(Br)c1)c1cccc(C(F)(F)F)c1	0%	i	4	4%	11%	10%	u	0%	2%
COc1cc(C(=O)N/C(=C/c2ccc(F)cc2)C(=O)NC(C(=O)O)c2ccccc2)cc(OC)c1OC (stereo not drawn)	-10%	i	-4	-8%	2%	-9%	6%	x	-6%
Cc1csc(=O)n1CC(=O)OCC(=O)c1ccc(Br)cc1	-1%	i	14	-4%	6%	-3%	0%	-8%	13%
COc1ccc(C(=O)n2nc(-c3ccc(C)cc3)nc2N)cc1OC	u	i	0	-5%	u	0%	u	-28%	u
CC(=O)Nc1ccc(S(=O)(=O)Nc2nc(C)nc3sc(C)c(C)c23)cc1	-13%	i	31	-3%	-10%	0%	u	-12%	u
CCN(CC)C(=O)c1cc2c(=O)c3cc(F)ccc3oc2nc1C	-8%	i	18	11%	u	28%	-13%	4%	u
C=CCn1c(SCC(=O)Nc2ccc(N3CCOCC3)cc2)nnc1-c1ccncc1	2%	i	-4	-1%	3%	6%	-1%	5%	-2%
Cc1ccccc1-c1nc(CS(=O)(=O)CC(=O)N2CCc3ccccc32)c(C)o1	-15%	u	19	13%	17%	0%	3%	-7%	1%
O=S(=O)(/N=C(/Nc1ccccc1F)c1ccccc1)c1ccccc1	-1%	i	-2	3%	4%	2%	2%	-3%	9%
Cc1ccc(C2/C(=C(\O)c3ccc4c(c3)OCCO4)C(=O)C(=O)N2Cc2cccnc2)cc1 (stereo not drawn)	u	i	11	8%	-12%	4%	-1%	9%	u
CCOC(=O)[C@]12CCC=C1N(Cc1ccco1)C(=O)[C@H](CC(=O)NCc1ccccc1)C2	x	i	-15	13%	0%	-3%	x	10%	-23%
CCCc1nc(SCC(=O)N2CCCC2)c2ccccc2n1	-2%	i	1	0%	10%	-2%	12%	12%	-8%
C=CCNc1nc(N)c([N+](=O)[O-])c(N2CCCCCC2)n1	-1%	i	-7	-12%	10%	-7%	-9%	3%	-4%
CC(C)N(Cc1nc(-c2ccccc2)no1)C(=O)CN1C(=O)c2ccccc2C1=O	0%	i	0	-2%	-2%	16%	2%	1%	10µM*
CC1CCCN(C(=O)Cn2c(=O)oc3cc(S(=O)(=O)N4CCCCC4C)ccc32)C1 (stereo not drawn)	-1%	i	12	-2%	-7%	-1%	u	-5%	-5%
Cc1cc([N+](=O)[O-])nn1CCCC(=O)Nc1ccc(Cl)cc1Cl	-9%	i	-19	13%	6%	0%	1%	-5%	-1%
O=C(N/N=C/c1cccc([N+](=O)[O-])c1)c1c[nH]c2ccccc12	-7%	i	-12	-7%	6%	-14%	0%	17%	9%
COc1ccc(CN2CCN(Cc3cccc4nonc34)CC2CCO)c(C)c1C (stereo not drawn)	-7%	i	2	-4%	-18%	-7%	1%	-2%	u
c1cc2c3c(cccc3c1)NC1(CCCC1)N2	0%	i	-10	-4%	-25%	-7%	4%	-13%	-6%
Cc1[nH]n(-c2ccccc2)c(=O)c1C(=O)Nc1ccccc1	-8%	i	14	10%	1%	15%	2%	37%	2%
Cc1ccc2c(C(=O)CN3CCCC(C)C3)c(C)[nH]c2c1 (stereo not drawn)	18%	i	-12	1%	7%	-21%	2%	-18%	-7%

Just HT1080-NT tox, KB-V1 MDR tox and SW480 rerep, for some of the entries so far:
Molecule,HT1080-NT tox,KB-V1 MDR tox,SW480 rerep
Cc1ccccc1-c1nc(CS(=O)(=O)CC(=O)N2CCc3ccccc32)c(C)o1,0%,1%,-15%
O=S(=O)(/N=C(/Nc1ccccc1F)c1ccccc1)c1ccccc1,2%,9%,-1%
Cc1ccc(C2/C(=C(\O)c3ccc4c(c3)OCCO4)C(=O)C(=O)N2Cc2cccnc2)cc1 (stereo not drawn),4%,u,u

More structures follow:
SMILES	SW480 rerep	S2 tox	IL1B secr inh	HT1080 IDH1KD tx	KB-3-1 tox	HT1080-NT tox	MCF10A rerep	ATXN2 expr inh	KB-V1 MDR tox
COc1ccccc1CNC(=S)NC1CCCCC1	7%	i	u	-5%	0%	-3%	19%	-19%	u
CC(C)(C)c1ccc(S(=O)(=O)NC(=O)C2(C)CCN2C(=O)Cc2cccc3ccccc23)cc1 (stereo not drawn)	x	i	0	-3%	0%	-5%	x	-3%	-2%
CCC(=O)N1CCN(c2ccc(NC(=O)c3ccc(N4CCOCC4)c([N+](=O)[O-])c3)cc2)CC1	-2%	u	i	1%	12%	11%	-6%	5%	-26%
O=C(NNc1nc2c(F)cccc2s1)c1ccc(F)cc1	-2%	i	-11	u	u	-11%	-1%	4%[11.3 µM]	-9%
CCOC(=O)c1ccc(NC(=O)c2c(NCc3cc(OC)ccc3OC)sc3c2CCC3)cc1	x	u	x	x	3%	x	x	0%	0%
CCN1C(C(=O)c2ccccc2)=C(OC(=O)C(C)C)c2ccccc2S1(=O)=O	x	i	x	x	u	x	x	-29%	u
Oc1ccccc1C=NC1CCCCC1N=Cc1ccccc1O (stereo not drawn)	0%	i	30	3%	6%	-5%	-18%	6%	-4%
O=C(NCc1ccc(F)cc1)c1cc(C2CCCN(C(=O)CCCc3ccccc3)C2)on1 (stereo not drawn)	x	i	u	0%	0%	2%	x	-17%	-9%
CC(C)(CNC(=O)c1cccc(S(=O)(=O)N2CCCCC2)c1)N1CCOCC1	x	i	7	-5%	-10%	7%	x	x	u
O=C(COc1ccc(-n2ccnc2)cc1)Nc1cccc(Cl)c1	5%	u	-10	-21%	u	0%	0%	-23%	5.8µM*
COc1cccc(C(=O)Nc2ccccc2C(=O)NC2CC2)c1	-4%	i	u	-5%	2%	-2%	-29%	-16%	-1%
COc1ccc(/C=N/OCC(=O)NC(c2ccccc2)c2ccccc2)c(OC)c1	3%	i	-22	-8%	-3%	-1%	u	-10%	23µM*
O=C(CCCn1c(=O)[nH]c2cc(Cl)ccc2c1=O)N1CCN(c2ccc([N+](=O)[O-])cc2)CC1	0%	i	21	1%	22%	5%	11%	-11%	9%
CN(C(=O)COC(=O)CNC(=O)C1CCCCC1)c1ccccc1	21µM*	i	13	4%	9%	2%[9.24 µM]	-3%	0%	u
CC(=O)c1ccc(Nc2ccc(-c3ccccc3C)nn2)cc1	24%	i	-19	3%	-9%	-1%	26µM*	24%	-4%
Cc1cccc(C)c1NC(=O)CNC(=O)CCC(=O)N1CCOCC1	19%	i	-13	-6%	0%	-16%	5%	5%	-10%
Cc1cc(C)n(Cc2ccccc2)c(=O)c1S(=O)(=O)c1ccccc1	0%	i	-1	6%	10%	4%	7%	9%	-16%
Clc1ccc(-c2nnc(N3CCOCC3)o2)cc1	-6%	i	35	11%	-18%	0%	-4%	31%	20%
CC(=O)Nc1nc2c(ccc3ccccc32)s1	-8%	i	36	-5%	-62%	-7%	u	33%	7%
Cc1ccc(C2=NOC(C)(c3nnc(-c4ccncc4)o3)C2)cc1 (stereo not drawn)	-21%	i	0	0%	0%	-2%	-4%	6%	u
CC(=O)N1c2ccc(S(=O)(=O)N3CCCCC3)cc2CC1C(=O)NCc1ccccc1C (stereo not drawn)	-3%	i	-2	4%	-6%	14%	-3%	1%	0%
Cc1ccccc1C(=O)NNC(=O)C1CC(=O)N(c2ccc3c(c2)OCCO3)C1 (stereo not drawn)	-6%	i	14	14%	-1%	0%	0%	4%	-1%
O=C(C[n+]1cc(Br)cc2ccccc21)c1ccccc1	u	i	26	-8%	-15%	-6%	-4%	x	-16%
N/C(Cc1cccs1)=N\OC(=O)COc1ccc(Br)cc1	28%	i	-14	7%	16%	9%	-2%	22%	3%
CN(C)c1cccc(C(=O)OCC(=O)NC(=O)NCc2ccccc2)c1	0%	i	9	-12%	10%	0%	-1%	-2%	3%
O=C(COC(=O)/C=C/c1ccco1)NCCN1C(=O)CSC1=O	-8%	i	-22	9%	-3%	14%	-3%	-4%	0%
Cc1ccccc1CSCC(=O)NNC(=S)NCC1CCCO1 (stereo not drawn)	-2%	u	1	0%	x	3%	21%	-5%	x
